HBB splice mod: alters splicing of the hemoglobin beta chain; Potency, µM (top dose mostly 46.1 µM), for the others: at the highest dose activation, actives largely listed as activators; AID 925; HBB splicing reporter cell assay, activation; EGFP reporter with mutant IVS2-654 intron; response scale: normalised to 500 nM splice-correcting PNA; 0.06% of 65,000 active; note: potency is the fitted concentration of half-maximal effect; 0% is about no effect
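HeLa cells stably expressing EGFP interrupted by mutant beta-globin intron 2 (IVS2-654), 500/well in 2% FCS. Treated with compound for 2 days at 37C. Splicing correction scored as total well GFP intensity (488 nm excitation, 500-520 nm emission); 500 nM antisense PNA served as control.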
Hsp90 Hop PPI: changes Hsp90-Hop TPR2A binding signal, up or down. Potency, µM (top dose mostly 57 µM), inactives show at the highest dose activity change, negative = inhibition. AlphaScreen TPR2A-His6 binding biotin-Hsp90 C-terminal peptide. 0.44% of 71,000 active; active = well fitted curve in either direction with a large enough effect; inconclusive = small, poorly fitted or top-dose-only effect, or another doubt; note: potency is the fitted concentration of half-maximal effect; % is set by controls: 0 for no effect and ±100 for the full control effect; many of its hits are not listed in these tables
CRE Fsk mod: modulators of forskolin-stimulated CRE signaling in CHO cells | CHO CRE-bla reporter (cAMP response element driving beta-lactamase), forskolin EC10, beta-lactamase ratio | Potency, µM (top dose mostly 38.2 µM), for the others: at the highest dose activity change, negative = inhibition, most hits filed as activators | 2.5% of 71,000 active; active = well fitted activation curve with a large enough effect in the signal ratio, with a control signal flat, not every such curve was filed as active; inconclusive = small, poorly fitted or top-dose-only effect, or effect the other way, or a change in a side signal; the % refers to the signal ratio; note: potency is the fitted concentration of half-maximal effect; % of control where 0% means no effect
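Forskolin analogue NKH 477 at EC10 stimulated CRE-driven beta-lactamase in CHO cells alongside compound dilution series. Beta-lactamase was measured with CCF4, excitation 405 nm, emission ratio 460/530 nm.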
Epigenetic mod: epigenetic GFP locus derepression in mouse cells | mouse C127i GFP locus derepression, cytometry, 30 h | Potency, µM (doses to about 46.1 µM), inactives show at the highest dose GFP derepression (activation) | 0.09% of 68,000 active | AID 597; note: % of control where 0% means no effect
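Murine C127i mammary cells carrying a silenced, stably integrated CMV-driven GFP reporter were treated with compound for 30 hours at 37 C. After PBS washes, GFP-positive cells were counted by laser-scanning microplate cytometry.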
UbGFP stabilizer: inhibits proteasome, raising ubiquitin-GFP reporter fluorescence; Ubiquitin-GFP reporter cells, proteasome inhibition, GFP fluorescence; response scale: untreated = 0%, 10 µM MG-132 = 100%; Potency, µM (top dose mostly 45.9 µM), for inactives: at the top dose activation (GFP accumulation), most hits filed as activators; 67,000 tested, under 10 active; active = well fitted activation curve with a large enough effect, not every such curve was filed as active; inconclusive = small, poorly fitted or top-dose-only effect, or another doubt; inactive = no such curve, though single readings can be large or run the other way; note: potency is the fitted concentration of half-maximal effect
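Proteasome blockade was scored as a rise in GFP-expressing U2OS cells carrying a ubiquitin(G76V)-GFP construct, imaged after 4 hr compound treatment at 37 °C across a 46 uM–2.9 nM series.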
BRCT PPI green: BRCA1 BRCT-phosphoprotein interaction inhibition. P38398. 0.05% of 75,000 active. BRCA1 BRCT-phosphopeptide binding, green fluorescence polarization. Potency, µM (highest dose often 76.9 µM), without a hit: at the highest dose activity change, negative = inhibition, actives largely listed as inhibitors;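 note: potency is the fitted concentration of half-maximal effect; plate controls were peptide without protein for full effect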
Target sequence (P38398 whole entry, looked up): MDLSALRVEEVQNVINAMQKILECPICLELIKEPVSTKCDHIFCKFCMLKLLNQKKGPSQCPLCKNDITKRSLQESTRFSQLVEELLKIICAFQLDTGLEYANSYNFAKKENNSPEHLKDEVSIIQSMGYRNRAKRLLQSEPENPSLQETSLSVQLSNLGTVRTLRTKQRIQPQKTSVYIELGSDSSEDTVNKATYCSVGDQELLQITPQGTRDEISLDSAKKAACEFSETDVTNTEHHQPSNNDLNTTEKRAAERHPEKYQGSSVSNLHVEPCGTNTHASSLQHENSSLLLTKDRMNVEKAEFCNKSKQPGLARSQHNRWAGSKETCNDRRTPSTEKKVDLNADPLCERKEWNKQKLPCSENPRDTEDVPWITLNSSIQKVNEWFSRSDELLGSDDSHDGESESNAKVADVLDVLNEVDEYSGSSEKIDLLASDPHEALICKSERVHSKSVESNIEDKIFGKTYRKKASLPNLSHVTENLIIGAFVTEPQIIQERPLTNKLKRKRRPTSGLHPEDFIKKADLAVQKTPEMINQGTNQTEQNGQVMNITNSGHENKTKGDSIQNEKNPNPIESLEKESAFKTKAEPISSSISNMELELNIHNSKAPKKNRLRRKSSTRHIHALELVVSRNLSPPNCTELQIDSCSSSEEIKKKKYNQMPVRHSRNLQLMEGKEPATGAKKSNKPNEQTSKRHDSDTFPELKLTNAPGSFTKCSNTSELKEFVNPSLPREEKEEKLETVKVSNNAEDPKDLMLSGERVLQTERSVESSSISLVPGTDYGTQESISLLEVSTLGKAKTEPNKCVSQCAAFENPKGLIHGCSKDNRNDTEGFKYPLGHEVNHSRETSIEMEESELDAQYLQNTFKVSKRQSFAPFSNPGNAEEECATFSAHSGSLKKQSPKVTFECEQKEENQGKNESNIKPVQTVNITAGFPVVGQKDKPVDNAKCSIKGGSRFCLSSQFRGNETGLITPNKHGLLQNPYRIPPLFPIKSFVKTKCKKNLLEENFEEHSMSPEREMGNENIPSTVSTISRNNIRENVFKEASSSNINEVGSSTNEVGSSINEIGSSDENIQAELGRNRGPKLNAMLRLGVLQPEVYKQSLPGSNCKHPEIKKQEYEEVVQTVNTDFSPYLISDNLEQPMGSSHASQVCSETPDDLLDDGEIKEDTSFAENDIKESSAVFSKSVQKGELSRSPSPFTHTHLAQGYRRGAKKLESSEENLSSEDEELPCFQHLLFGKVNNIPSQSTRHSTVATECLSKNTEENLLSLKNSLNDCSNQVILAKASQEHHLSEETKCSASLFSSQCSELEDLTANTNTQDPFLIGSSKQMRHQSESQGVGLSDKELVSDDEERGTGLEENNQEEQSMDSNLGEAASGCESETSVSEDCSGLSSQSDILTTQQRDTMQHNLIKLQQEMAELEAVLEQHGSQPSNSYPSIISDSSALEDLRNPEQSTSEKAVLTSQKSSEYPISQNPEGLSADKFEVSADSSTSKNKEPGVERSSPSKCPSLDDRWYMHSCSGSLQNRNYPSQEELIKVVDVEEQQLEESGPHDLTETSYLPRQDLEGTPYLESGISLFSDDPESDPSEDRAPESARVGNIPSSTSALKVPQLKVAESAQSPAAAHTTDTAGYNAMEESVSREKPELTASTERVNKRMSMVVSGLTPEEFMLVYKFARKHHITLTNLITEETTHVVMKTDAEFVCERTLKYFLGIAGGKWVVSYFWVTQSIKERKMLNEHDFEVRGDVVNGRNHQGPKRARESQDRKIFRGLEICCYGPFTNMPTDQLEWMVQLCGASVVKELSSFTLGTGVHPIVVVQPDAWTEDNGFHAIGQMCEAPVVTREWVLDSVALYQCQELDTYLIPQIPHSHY
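Compounds were incubated for 12 min at room temperature with a complex of 100 nM fluorescein-tagged pBACH1 decapeptide and 250 nM His-tagged BRCT protein. Buffer was phosphate pH 7.3 with EDTA, DTT and Tween 20. Disruption of binding lowers the polarization signal.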
ALOX15 inhib: inhibitors of human 15-lipoxygenase (ALOX15). P16050. purified 15hLO-1, xylenol orange hydroperoxide absorbance. Potency, µM (series often up to 57.1 µM), inactives show at the top dose activity change, negative = inhibition, usual class: inhibitors. 1.4% of 74,000 active; note: potency is the fitted concentration of half-maximal effect; % is set by controls: 0 for no effect and ±100 for the full control effect; nearly all actives have a fitted effect of over 55% in size
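Quantitative HTS in 25 mM Hepes pH 7.5 containing 0.01% Triton X-100: human 15hLO-1 at 40 nM, arachidonic acid at 50 uM, 6 min turnover. Product quantified via ferrous oxidation/xylenol orange, 573:405 nm absorbance ratio.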
BRCT inh red: inhibitors of human BRCA1 BRCT-phosphoprotein interaction (red fluorophore); P38398; BRCT-phosphopeptide binding, red fluorescence polarization; Potency, µM (titrated, usually from 76.9 µM), without a hit: at the highest dose activity change, negative = inhibition, actives largely listed as inhibitors; 0.03% of 75,000 active; note: % is set by controls: 0 for no effect and ±100 for the full control effect
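Fluorescence polarization: 100 nM His-tagged BRCA1 BRCT with 100 nM TAMRA-labelled phospho-BACH1 decapeptide, phosphate buffer pH 7.3 with 150 mM NaCl, DTT, 0.01% Tween 20; 12 min RT. Binding inhibition seen as FP decrease.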
A350 autofl: compound fluoresces in the Alexa 350 spectral region; Compound autofluorescence, 340/450 nm, Alexa 350 dye-equivalents; stronger effect = higher value; max dye-equivalent concentration, M; 11% of 59,000 active; in the data active = max dye-equivalent concentration above about 10 nM; inconclusive = mostly about 1.1 nM to 9.6 nM
4-MU autofl: 4-MU region autofluorescence | compound autofluorescence, 340/450 nm, 4-MU equivalents; stronger effect = higher value | max dye-equivalent concentration, M | 11% of 59,000 active; in the data active = max dye-equivalent concentration above about 10 nM; inconclusive = mostly about 1.1 nM to 9.6 nM
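Compounds in 100 mM Tris, pH 8.0, sat 15 min at room temperature before fluorescence was read at 340 nm excitation/450 nm emission; a per-plate six-point 4-MU standard curve converted signals to dye-equivalent concentration at each compound concentration.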
DNA Pol III inh: inhibitors of bacterial DNA polymerase III holoenzyme. reconstituted DNA polymerase III holoenzyme replication, biochemical. Potency, µM (titrated, usually from 57.1 µM), without a hit: top-dose activity change, negative = inhibition. 0.25% of 71,000 active. AID 603; note: potency is the fitted concentration of half-maximal effect; % is set by controls: 0 for no effect and ±100 for the full control effect
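Reconstituted *E. coli* holoenzyme (0.35 nM Pol III, 1 nM beta, 154 nM SSB, 2 nM primase) was preincubated with compound for 15 min at RT. Synthesis on 1.4 nM ssM13Gori ran 35 min, then was stopped with PicoGreen/EDTA and read as dsDNA fluorescence.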
* = called active by the depositor; i = inactive; ? = inconclusive; · = no result given; [ ] = remark or other dose. Unless noted, calls come from the whole dose curve; as a rule, active = well fitted curve in the direction sought with a large enough effect; inconclusive = small, poorly fitted or top-dose-only effect, or another doubt; inactive = no such curve, though single readings can be large; an effect the other way counts as inactive or inconclusive.

Structure,HBB splice mod,Hsp90 Hop PPI,CRE Fsk mod,Epigenetic mod,UbGFP stabilizer,BRCT PPI green,ALOX15 inhib,BRCT inh red,A350 autofl,4-MU autofl,DNA Pol III inh
CCCCNC(=O)Nc1cc(C(F)(F)F)c[nH]c1=O,-1.0%,1%,28%,-1%,1%,-1.2%,-7%,0.2%,i,i,-3%
Cc1oc(-c2cccc(Cl)c2)nc1CN1CCC(C(=O)NCCCN2CCCC2=O)CC1,0.2%,-7%[2.3 µM],-4%,·,-1%,1.2%,4%,-1.2%,·,·,-4%
CC(=O)c1cccc(-n2nnnc2SCC(=O)Nc2cccc(NC(=O)c3ccco3)c2)c1,·,-3%,9%,-1%,-2%,-0.2%,-6%,0.1%,i,i,-4%
COc1cc(Cl)c(S(=O)(=O)N2CC(C)OC(C)C2)cc1Cl (configuration not stated),-0.4%,2%,-3%,-3%,0%,-0.1%,-8%,-2.4%,i,i,11%
COc1ccccc1NC(=O)c1oc2ccc(C)cc2c1C,-0.8%[9.22 µM],?,16%,-2%,7%,-1.7%,-4%,-1.3%,·,·,-4%
Cc1sc2ncnc(SCC(=O)N3CCCC3)c2c1C,-3.0%,-3%,?,0%,6%,-0.5%,7%,-2.0%,·,·,-14%
CCCn1nc(NC(=O)c2ccncc2)c2cc3ccccc3nc21,6.3%[0.369 µM],3%,4µM*,3%,-2%,0.1%,3%,-1.3%,?,?,-7%
CCN1CCN(CCNC(=O)CS(=O)(=O)Cc2nc(-c3ccc(C)cc3)oc2C)CC1,-0.7%,-4%,6%,-3%,0%,0.1%,2%,1.1%,·,·,-5%
Cc1onc(-c2ccccc2)c1C(=O)N1CCOCC1,-0.4%[57.5 µM],-2%,?,-2%,1%,-2.1%,3%,-2.0%,i,i,-7%
CCCS(=O)(=O)N1CCC(C(=O)NCCc2ccccc2)CC1,-1.5%,-2%,?,-1%,2%,-2.2%,16%,0.3%,i,i,0%
CC1CCN(C(=O)CN2C(=O)c3ccccc3S2(=O)=O)CC1,·,1%,1%,-2%,-2%,0.1%,0%,-0.9%,i,i,-5%
CCCCC[C@@H](O)[C@@H]1C(=O)O[C@@H](C)[C@@H](O)\C=C/C=C\C=C/C=C\C=C(\C)[C@H](O)C[C@H](O)C[C@H](O)C[C@H](O)C[C@H](O)C[C@H](O)C[C@@H]1O,2.2%[9.22 µM],-2%[11 µM],-3%[7.6 µM],-3%[9.22 µM],-1%[9.17 µM],·,·,·,i,i,-14%[11.4 µM]
CC1(C(=O)O)Sc2[nH]c(=O)sc2C2c3ccccc3OC(=O)C21 (configuration not stated),-0.2%[57.5 µM],-3%,-10%,2%,-2%,-0.5%,?,2.7%,?,?,-3%
Cc1nc2cnc(Nc3ccccc3)nc2n(C2CC2)c1=O,0.3%,-7%,?,0%[9.22 µM],5%,3.5%,0%,2.2%,i,i,-9%
O=C(Nc1ccc2c(c1)OCO2)C1CCN(C(=O)CSc2ncnc3ccccc23)CC1,-1.3%,-16%,?,0%,-1%,0.2%,-25%,-4.1%,i,i,-4%
COc1ccc(C(=O)CC(=O)O)c2c1C=CC(C)(C)O2,-1.9%[0.0738 µM],-8%[11 µM],?,-2%,5%[9.17 µM],-1.4%,0%[11.4 µM],0.9%,·,·,1%[11.4 µM]
CCOCCCNC(=O)C(c1ccc(C)cc1)N1CCOCC1 (configuration not stated),1.4%,1%,-1%,-2%,3%,-1.8%,-1%,1.2%,·,·,-6%
CCCCCc1nc2ccccc2c(=O)n1N,·,-1%,5%,2%,-5%,3.5%,-1%,-1.7%,i,i,-8%
Cc1oc2c(CN3CCOCC3)c(O)ccc2c(=O)c1-c1ccccc1,1.3%[0.369 µM],-5%,8%,9%,-3%,-2.9%,5%,-0.9%,4.4e-07M*,3.3e-07M*,4%
CCN1C(=O)/C(=C2/Sc3ccccc3N2CCCS(=O)(=O)O)SC1=S,-1.3%,-5%,-1%,2%,-4%,-3.3%,?,-5.9%,?,i,-9%
N#CC1=C(N)Oc2n[nH]c(-c3cccs3)c2C1c1cccnc1 (configuration not stated),·,-8%,-1%,-2%,2%,-6.0%,-22%,-1.0%,i,i,-4%
COc1ccc(N2CCN(C(=O)COc3ccccc3)CC2)cc1,-3.9%[0.0738 µM],-7%[11 µM],?,0%,0%[9.17 µM],-5.7%,0%[11.4 µM],-0.3%,·,·,-6%[11.4 µM]
N#CCCNc1ccc(OCCC#N)cc1,0.7%,-3%,1%,-1%,-4%,-1.5%,2%,1.0%,i,i,3%
COc1ccccc1-c1nc(N2CCN(C)CC2)c2ccccc2n1,-1.2%,-4%,12%,1%[9.22 µM],-3%,-1.5%,-14%,-1.3%,i,i,-5%
COC(=O)CCCCC(=O)C1C(=O)CC(C)(C)C(C(=O)OC)C1=O (configuration not stated),-0.9%,-4%,3%,2%,?,0.5%,0%,0.7%,·,·,-4%
O=c1cc(CSc2ccc(Cl)cc2)nc2nc[nH]n12,-0.3%[57.5 µM],2%,-5%,2%,4%,-0.3%,10%,0.3%,i,i,-2%
CCSc1nnc(NC(=O)C2CCCN(S(=O)(=O)c3cnc[nH]3)C2)s1 (configuration not stated),0.9%,2%,-7%,7%,9%,-2.6%,-3%,-1.5%,·,·,0%
Cn1c(SC/C=C/c2ccccc2)nnc1-c1ccco1,-0.2%,-1%,14%,-5%,0%,0.2%,-8%,-1.0%,i,i,0%
Cc1ccc(CN2C(=O)CCC2C(=O)NCCN(CC(C)C)CC(C)C)cc1 (configuration not stated),0.4%,-10%,10%,-1%,1%,-1.2%,-4%,0.2%,i,i,-6%
COc1cccc(CNc2nc3nc(C)c(Cl)c(C)n3n2)c1,3.8%,-4%,?,-2%,-3%,0.1%,1%,-0.8%,1.9e-08M*,1.8e-08M*,-4%
O=C(Nc1ccccn1)C(NS(=O)(=O)c1cccc2nsnc12)c1ccccc1 (configuration not stated),2.0%,-13%,-17%,-1%,-1%,1.3%,-17%,0.9%,?,i,-4%
CSc1ccc(S(=O)(=O)N2CCN(Cc3ccc4c(c3)OCO4)CC2)cc1,-0.8%,2%,?,·,-1%,-0.8%,-12%,-1.1%,·,·,-3%
COc1cc(Br)cc(/C=N/c2ncn[nH]2)c1O,-2.4%[0.0738 µM],-8%[11 µM],?,-2%,15%[9.17 µM],-2.7%,-9%[11.4 µM],-1.9%,·,·,-1%[11.4 µM]
CCOC(=O)N1CCC(NC(=O)CCc2c(C)nc3c(c(C)nn3C(C)(C)C)c2C)CC1,0.4%,-3%,2%,0%,-4%,-1.4%,13%,0.4%,i,i,-1%
COC(=O)c1ccc(N2C(=O)CC(Sc3n[nH]c(C)n3)C2=O)cc1 (configuration not stated),-5.2%,-5%,6%,5%,-6%,-1.8%,?,-0.2%,·,·,-6%
O=C(CCn1c(=O)oc2ccccc21)Nc1ccccc1,·,-2%,-3%,0%,-5%,-1.7%,-12%,-2.5%,i,i,-10%
C=CCn1c(=O)n(CC=C)c(=O)n(CC=C)c1=O,1.2%,-2%,?,·,·,-0.2%,-8%,-2.7%,·,·,0%
C=CCNC(=O)C1CCN(S(=O)(=O)c2ccccc2)CC1,-0.1%,-3%,-6%,0%,-6%,-1.7%,2%,0.2%,i,i,-6%
COC(=O)C(O)(CC(=O)Nc1ccc(Cl)cc1F)C(F)(F)F (configuration not stated),-1.5%,5%,0%,0%,3%,-1.6%,8%,-2.1%,i,i,-8%
CC(C)OCCCn1c(-c2ccco2)nc2nc3ccccc3nc21,1.5%[57.5 µM],3%,7.9µM*,2%,4%,2.6%,-18%,0.2%,1.9e-05M*,1.4e-05M*,-3%
COc1cc(NC(=O)CSc2nnc3n2C(C)(C)Cc2ccccc2-3)cc(OC)c1,-1.8%,3%,?,0%,-5%,-2.4%,2%,-2.5%,i,i,1%
NC(=O)c1csc(-c2ccc(CO)o2)n1,1.7%[9.22 µM],1%[11 µM],7%[7.6 µM],2%[9.22 µM],-1%[9.17 µM],-1.3%[15.4 µM],-2%[11.4 µM],0.2%[15.4 µM],i,i,-3%[11.4 µM]

From PubChem BioAssay
